Screening results: PubChem, several laboratories
aSyn UTR inh: MLPCN primary screen, SNCA 5' untranslated region; alpha-synuclein 5'UTR reporter, inhibitor activity; inhibition, % (tested at 7.5 µM); 300,000 tested, 0.82% active; in the data active = inhibition above about 60%;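 note: H4 neuroglioblastoma cells stably carrying SNCA 5'UTR luciferase fusion; 0% = DMSO wells and 100% = positive control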
GSK3beta inhib: human GSK3beta kinase inhibitors, primary screen, biochemical, cell-free homogeneous, HTS | Glycogen synthase kinase-3 beta (Homo sapiens), P49841 | GST-GSK3beta kinase, ADP-Glo luminescence, 60 min; stronger effect = lower value | activity score (negative = inhibition), % at 10 µM | 300,000 tested, 0.038% active | AID 2097, 2009;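 active = more than half of replicate wells score below -50%, meaning over 50% inhibition versus plate controls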;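 note: 0% = median DMSO wells and -100% = median GW8510 positive control wells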
Target sequence (P49841 whole entry, looked up): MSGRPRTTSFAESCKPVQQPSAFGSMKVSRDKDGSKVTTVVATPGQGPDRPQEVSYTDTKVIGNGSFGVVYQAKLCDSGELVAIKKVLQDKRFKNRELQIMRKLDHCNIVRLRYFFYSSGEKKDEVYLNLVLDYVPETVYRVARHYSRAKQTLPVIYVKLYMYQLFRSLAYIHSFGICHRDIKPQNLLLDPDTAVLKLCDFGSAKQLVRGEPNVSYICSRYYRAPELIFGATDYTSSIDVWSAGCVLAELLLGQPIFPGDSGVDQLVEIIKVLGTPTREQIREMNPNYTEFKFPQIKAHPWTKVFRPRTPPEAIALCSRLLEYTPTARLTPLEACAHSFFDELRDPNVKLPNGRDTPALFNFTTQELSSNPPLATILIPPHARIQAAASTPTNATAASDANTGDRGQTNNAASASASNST
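test system = GST-tagged human GSK3beta kinase, cell-free | reagent = 25 µM ATP with peptide substrate | dosing = one dose of 10 µM per compound | schedule = 60 min reaction, RT | detection = luminescent ADP-Glo measurement of ADP formed | control set = DMSO neutral wells and GW8510 at 20 µM as positive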
IEC-6 cytotox: cytotoxicity in IEC-6 intestinal epithelial cells, primary screen, cytotoxicity control for KLF5 inhibitor project, cell-based, luminescence; IEC-6 cytotoxicity, luminescence viability; inhibition, % at 5 µM; 290,000 tested, 0.78% active; in the data active = inhibition above about 22%;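 note: 0% = plate median of test compound wells and 100% = cytotoxic reference compound wells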
DYRK1A inh: rat Dyrk1A kinase inhibitors, primary screen, biochemical, single point, plate reader. inhibition, % at 12.5 µM. ADP-Glo luminescence, NFATc1 peptide. 310,000 tested, 0.43% active. AID 504441, 2011; in the data active = inhibition above about 50%;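 note: plate controls were vehicle with enzyme for no effect and no enzyme for full effect; many of its hits are not listed in these tables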
HSF1 activator: HSF-1 activators, primary screen, NIH3T3-HGL cells, MG132 stress, luminescence, single point; NIH3T3-HGL HSF-1 luciferase reporter, 8 h; 100% = twice DMSO control signal; activation, % at 9 µM; 300,000 tested, 1.7% active;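 active = mean replicate activation of at least 50% with a set share of replicates each reaching 50%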;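 note: 0% = median of the neutral control wells and 100% = twice that signal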
HSF1 inhib: HSF1 inhibitors in luciferase reporter cells, primary screen, cell-based, NIH3T3, luminescence. NIH3T3-HGL HSE-luciferase, MG132-induced, luminescence 8 h; stronger effect = lower value. activity change, negative = inhibition, % at 7.5 µM (by protocol). 300,000 tested, 0.77% active. AID 2098, 2009;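 active = more than half of replicate wells show activity change below -50%, luminescence cut by over half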;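 note: luciferase reports HSF-1 transcriptional activity via heat shock element; 0% = median of DMSO wells and -100% = zero luminescence signal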
Platelet DG rel: inhibitors of platelet dense granule secretion, primary screen, cell-based, MLPCN, human platelets. human platelet-rich plasma, SFLLRN dense granule ATP release, luminescence. inhibition, %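 (compounds screened at 7.5 µM in platelet-rich plasma)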. 300,000 tested, 0.22% active;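 active = mean replicate score, as percent of positive control, at or above 50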
GSK3A inh: blockers of GSK3A enzyme activity – biochemical, luminescence, cell-free homogeneous, HTS, primary screen; Glycogen synthase kinase-3 alpha (Homo sapiens), P49840; GSK-3 alpha kinase, ADP-Glo luminescence, 60 min; inhibition, % at 10 µM; 320,000 tested, 0.1% active; AID 2650, 2010;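 in the data active = inhibition above about 50%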;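 note: GST-tagged GSK-3 alpha with peptide substrate and 25 µM ATP; 0% = DMSO neutral wells and 100% = GW8510 positive control wells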
Target sequence (P49840 whole entry, looked up): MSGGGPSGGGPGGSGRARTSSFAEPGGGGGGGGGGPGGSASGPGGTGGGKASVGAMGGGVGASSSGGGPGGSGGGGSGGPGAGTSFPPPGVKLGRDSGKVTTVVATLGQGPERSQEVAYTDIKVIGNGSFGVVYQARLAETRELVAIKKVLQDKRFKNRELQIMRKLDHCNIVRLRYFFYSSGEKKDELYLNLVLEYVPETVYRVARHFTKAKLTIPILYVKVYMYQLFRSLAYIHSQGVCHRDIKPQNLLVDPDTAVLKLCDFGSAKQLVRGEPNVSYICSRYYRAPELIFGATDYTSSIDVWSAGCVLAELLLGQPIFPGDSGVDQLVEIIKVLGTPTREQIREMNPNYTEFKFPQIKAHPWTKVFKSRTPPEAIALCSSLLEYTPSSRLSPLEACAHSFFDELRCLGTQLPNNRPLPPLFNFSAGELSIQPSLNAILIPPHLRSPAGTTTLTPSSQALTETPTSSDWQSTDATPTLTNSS
HSP90 refold inh: HSP90 inhibitors, primary screen, cell lysate, luminescence; Heat shock protein HSP 90 (rabbit reticulocyte lysate; luciferase refolding); Rabbit reticulocyte lysate, luciferase refolding luminescence, 3 h; inhibition, % at 5.6 µM; 290,000 tested, 0.91% active;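 active = inhibition above the screen-wide mean plus 3 SD, computed separately per campaign, cut at about 16% in these data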;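 note: 0% = DMSO wells and 100% = 60 µM geldanamycin wells; inhibitors lower the luminescence because luciferase stays unfolded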
KLF5 inhibitor: KLF5 expression inhibitors, primary screen, DLD-1 cells, luminescence | 290,000 tested, 0.23% active | DLD-1 KLF5 promoter-luciferase reporter | inhibition, % at 5 µM;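 active = inhibition above a per-plate limit of that plate's mean compound inhibition plus 3 SD, cut at about 60% in these data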;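 note: 0% = DMSO wells and 100% = LY294002 at 200 µM; higher means less KLF5 promoter-driven luciferase light; inactives centre near -14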
* = called active by the depositor; x = not tested or not shown.

SMILES,aSyn UTR inh,GSK3beta inhib,IEC-6 cytotox,DYRK1A inh,HSF1 activator,HSF1 inhib,Platelet DG rel,GSK3A inh,HSP90 refold inh,KLF5 inhibitor
COC(=O)c1[nH]c(C)c(/C(O)=C2\C(=O)C(=O)N(CCN(C)C)C2c2cccs2)c1C (stereo unspecified),-30.0,-0.4,1.6,-0.8,1.1,-5.4,-1.5,x,-1.7,-34.5
Cc1ccc(NC(=O)CCc2nnc3ccc(NCc4ccco4)nn23)cc1,-28.7,-5.5,-4.5,-3.8,-2.1,2.2,8.7,-1.0,0.0,-0.1
CN1C(=O)C(Cl)(Cl)C(=O)c2ccccc21,-6.7,2.9,-9.7,3.0,13.4,4.5,1.9,x,-2.0,0.6
Cc1ccccc1Nc1nnc(SCC(=O)NC2CCCc3ccccc32)s1 (stereo unspecified),37.0,0.3,-4.3,-5.4,16.6,8.5,-13.6,x,1.8,13.8
COC(=O)c1cccc(NC(=O)COC(=O)CSc2nc(C)cc(C)n2)c1,1.4,0.1,-4.1,8.5,-3.7,2.3,-5.6,-1.0,-1.3,-15.2
COc1ccc(S(=O)(=O)NC2CC(=O)N(c3ccc(C)c(C)c3)C2)cc1C (stereo unspecified),2.7,0.9,x,5.4,14.3,11.0,-11.4,-4.2,x,x
O=C(NCc1ccco1)c1cc(-c2ccccn2)nc2ccccc12,16.2,-0.8,0.3,3.1,22.9,1.1,10.2,-1.0,0.5,18.7
CS(=O)(=O)Oc1ccccc1/C=C1/N=C(c2ccc(F)cc2)OC1=O,38.5,5.2,1.7,0.6,9.5,4.9,-1.7,-0.9,1.8,-15.6
CCc1nn(CC(=O)NCCN2CCN(C)CC2)c(=O)c2cc3c(OC)cccc3n12,-2.5,-1.3,6.3,-3.7,8.7,5.4,-6.1,-2.3,2.2,-16.2
O=C(Nc1ccc2ccccc2n1)c1ccccc1Br,-146.2,x,3.3,7.1,70.9*,34.0,6.1,-0.2,0.9,-152.4
CCOC(=O)N1CCN(C(=O)CSCC(=O)Nc2nc(-c3ccc(OC)cc3)cs2)CC1,-96.8,-1.5,-3.4,-1.2,x,x,-3.9,-0.3,-1.0,-1.1
Cc1cccc(C)c1N(CC(=O)N1CCN(C)CC1)S(C)(=O)=O,11.7,2.3,0.8,-0.2,-20.5,-17.7,3.9,0.8,-2.8,3.5

Shown field by field: entries from further up
Cc1ccccc1Nc1nnc(SCC(=O)NC2CCCc3ccccc32)s1 (stereo unspecified)
  aSyn UTR inh = 37.0 | GSK3beta inhib = 0.3 | IEC-6 cytotox = -4.3 | DYRK1A inh = -5.4 | HSF1 activator = 16.6 | HSF1 inhib = 8.5 | Platelet DG rel = -13.6 | GSK3A inh = x | HSP90 refold inh = 1.8 | KLF5 inhibitor = 13.8
COC(=O)c1cccc(NC(=O)COC(=O)CSc2nc(C)cc(C)n2)c1
  aSyn UTR inh = 1.4 | GSK3beta inhib = 0.1 | IEC-6 cytotox = -4.1 | DYRK1A inh = 8.5 | HSF1 activator = -3.7 | HSF1 inhib = 2.3 | Platelet DG rel = -5.6 | GSK3A inh = -1.0 | HSP90 refold inh = -1.3 | KLF5 inhibitor = -15.2

Additional entries:
SMILES,aSyn UTR inh,GSK3beta inhib,IEC-6 cytotox,DYRK1A inh,HSF1 activator,HSF1 inhib,Platelet DG rel,GSK3A inh,HSP90 refold inh,KLF5 inhibitor
COc1ccc(C(=O)N2CCN(c3ccc([N+](=O)[O-])c(-n4nc(C)cc4C)c3)CC2)cc1,15.2,3.5,5.4,-2.1,22.5,3.8,-9.3,-2.7,0.5,-3.0
O=C(NCCCn1ccnc1)C(=O)c1c[nH]c2ccccc12,-20.3,1.1,4.2,x,-13.3,-0.9,3.6,-1.2,-3.6,-9.4
CCC(C)(C(=O)NC1CCCCC1)N(C(=O)c1ccccn1)c1ccccc1 (stereo unspecified),-8.8,-3.1,0.0,0.0,-4.7,1.9,1.9,-1.6,4.7,2.3
O=C(Nc1cccc(F)c1)/C(=C\c1ccco1)NC(=O)c1ccco1,2.0,-1.6,-0.1,4.6,-16.3,-5.1,-2.3,5.6,-3.2,-19.7
CCOCCCN1C(=O)CN(C2CCCCC2)C(=O)C1c1ccc(OCC)c(OC)c1 (stereo unspecified),11.9,-2.6,1.8,0.6,8.3,-5.9,15.5,0.0,1.2,-33.0
CC(C)(C)SCCNS(=O)(=O)c1ccccc1,11.2,3.6,0.2,0.8,-0.6,-5.2,-6.8,-5.0,-4.2,-1.8
Cc1cccc(C(=O)OCC(=O)Nc2ccc(N3CCCCC3)cc2)c1O,-9.5,0.5,4.9,-1.2,7.8,-3.6,-1.9,-4.5,7.5,7.7
Cc1ccc2nc(-c3ccc(-c4ccccn4)s3)cn2c1,-111.1,-1.5,-0.8,3.8,19.2,9.6,15.3,-3.4,1.8,-157.7
Nn1c(Nc2ccccc2)nc2ccccc2c1=O,4.6,0.2,1.7,27.6,16.1,7.2,-0.6,0.6,1.5,-37.6
COc1ccc(S(=O)(=O)N2CCCCC2)cc1NC(=O)C1CCCO1 (stereo unspecified),-5.9,0.7,-6.0,-3.5,-6.2,-7.3,8.4,-2.7,3.3,9.9
O=C(NCCc1ccccn1)c1ccc(OC(F)F)cc1,-30.7,4.8,0.3,0.0,17.8,6.9,-2.8,-3.0,9.6,-149.2
COC(=O)c1ccc(N)c(CS(=O)(=O)c2ccc(Cl)cc2)c1,2.8,-3.8,-2.0,0.8,6.2,9.0,0.8,0.0,0.5,-11.6
Cc1ccc(-n2cccc2C(=O)NS(=O)(=O)c2ccc(C)cc2)cc1,-10.0,3.3,0.3,8.0,7.9,-4.2,0.2,-5.3,4.0,-2.2
Nc1n[nH]c(N)c1N=Nc1cccc(C(F)(F)F)c1,-65.4,1.1,-0.3,1.2,6.7,-0.4,-9.6,3.6,1.3,-49.2
Cc1ccc(N2CC(C(=O)NCc3n[nH]c(=O)c4ccccc34)CC2=O)cc1C (stereo unspecified),21.7,5.5,x,-1.2,-9.8,-1.2,2.1,1.9,x,x
CC1(C)CC2CC(C)(CN2S(=O)(=O)c2cccc(C(=O)OCC(N)=O)c2)C1 (stereo unspecified),5.6,-2.8,x,5.0,0.9,-2.2,-2.4,-0.8,x,x
Cc1cc(CSCc2ccc(Cl)cc2)no1,-1.3,-1.1,9.5,-4.6,10.5,-3.3,-8.9,1.2,0.1,-50.9
CN(C)S(=O)(=O)c1cccc(-c2nn(-c3ccccc3)cc2/C=C2\SC(=S)N(CC(=O)O)C2=O)c1,-7.0,1.5,-1.3,-3.6,0.0,0.7,-2.5,-3.8,-1.7,-11.7
CCN(CC)c1cc(NCCO)c([N+](=O)[O-])c2nonc12,1.7,1.6,3.2,15.6,3.8,3.2,-12.3,24.2,2.5,5.5
Cc1ccc(SCC(=O)N(C)CC(=O)Nc2cccc(F)c2)c(C)c1,8.8,0.4,x,-1.1,5.8,9.0,-10.0,-5.7,x,x
CC(=O)c1cc(C(=O)N2CCCC(CCC(=O)N(C)CCc3ccccn3)C2)cs1 (stereo unspecified),-1.7,-2.5,-11.6,0.1,-2.0,-2.9,3.6,-1.3,-0.3,-15.6
O=C(O)CC(NC(=O)c1ccncc1)c1ccccc1 (stereo unspecified),10.2,-0.8,-1.7,4.9,4.8,0.6,-0.2,-0.4,2.0,-7.0
Cc1ccc(-c2ccnc3cc(C)nn23)cc1,21.6,4.6,7.6,0.0,24.8,0.0,2.4,-1.1,2.1,-9.7
Cc1cccc(C)c1N1CCN(C(=O)Nc2ccc3c(c2)OCCO3)CC1,-73.7,-0.1,3.8,0.4,-51.3,-47.9,3.4,-18.5,-4.7,-26.1
Cc1noc(C)c1COC(=O)CNC(=O)c1ccc(Cl)cc1,-4.0,0.9,-1.9,x,-0.8,-4.5,4.4,-0.5,4.8,-9.4
CCOc1ccc(Oc2cc(NC(=O)c3ccco3)cc([N+](=O)[O-])c2)cc1,x,x,-2.3,-5.7,x,x,x,-1.1,-0.3,-8.3
Cc1nc(NC(=O)c2ccccc2[N+](=O)[O-])sc1C(=O)N(C)C,8.8,-1.4,8.5,-2.1,3.6,-9.8,-8.7,0.0,-0.6,5.0
COC(=O)C1[C@H]2C(=O)N(Cc3cccs3)C[C@]23C=C[C@H]1O3 (stereo partly specified),18.1,-4.4,-3.8,-3.5,2.2,-0.8,7.4,-4.5,-3.6,6.6
COc1cc(SC)ccc1C(=O)OCC(=O)N1CCN(C(C)=O)CC1,8.1,2.9,x,-2.6,8.0,1.7,0.3,-3.2,x,x
O=C1c2ccsc2SCCN1Cc1ccc(F)cc1,26.3,-21.3,6.1,0.6,-6.4,-0.8,10.4,0.3,6.4,0.6
CCC1=NC(c2ccc(OC)c(OC)c2)N(O)C1(C)C (stereo unspecified),2.7,-2.1,-3.5,-5.0,22.5,-4.3,1.2,x,1.4,-29.9
O=C(Nc1ccc(S(=O)(=O)Nc2nccs2)cc1)c1cccc(N2C(=O)c3ccccc3C2=O)c1,6.0,-1.2,10.7,x,-9.1,-5.3,-7.8,0.4,1.1,-10.0
COc1ccc(C(=O)OCC(=O)NC2CC2)cc1[N+](=O)[O-],17.5,3.4,-1.5,-3.2,-4.9,3.5,-4.8,-1.3,-1.8,1.1
O=C(NNC(=O)c1cccs1)c1ccco1,5.3,-1.0,2.3,-5.7,21.3,-0.5,-0.6,-3.0,2.6,-23.3
Cc1cccc(C(=O)Nc2ccc3c(c2)ncn3C)c1,-111.6,-2.6,-5.8,5.4,37.3,12.3,-3.2,-3.4,1.1,-96.6
COc1ccc(NC(=O)NC2CCCc3ccccc32)cc1 (stereo unspecified),-16.9,-27.8,7.8,-1.9,2.1,4.3,-4.2,-0.5,-3.6,-25.6
COc1ccc(-n2nnc3c(=O)n(C/C=C/c4ccccc4)cnc32)cc1,21.4,-1.8,-5.7,0.9,19.4,-1.2,14.9,0.3,4.8,-30.4
O=C(NCCCN1CCOCC1)c1onc(CSc2ccncc2)c1C(=O)NCCCN1CCOCC1,-3.3,-7.4,x,4.2,-19.3,-4.1,-3.0,x,x,x
Cc1cc(Br)ccc1NC(=S)NC1CCCC1,-66.7,-5.0,-3.1,-6.7,0.6,5.1,-5.2,1.9,2.8,-36.6
O=C1CC(N2CCSCC2)C(=O)N1CCc1ccccc1 (stereo unspecified),-13.2,-2.9,5.7,2.9,1.3,-8.4,-5.9,0.9,-1.3,-5.3
CC(C)Cn1c(-c2cc([N+](=O)[O-])ccc2Cl)nc2c1c(=O)[nH]c(=O)n2Cc1ccccc1,32.2,2.6,-3.1,2.8,8.5,7.1,-15.7,0.2,-2.4,-6.6
CC(C)CN1C(=O)C(=O)N(CC(=O)c2ccc[nH]2)C1=O,-30.7,8.8,x,8.9,-0.4,-7.1,-6.5,x,x,x

Not all compounds are listed, so the mix of outcomes need not match the whole.
